NPYLR7 ag: agonists of mosquito NPYLR7 receptor, primary screen, cell-based, Aedes aegypti, calcium fluorescence, mosquito biting behavior; Aedes aegypti neuropeptide Y-like receptor 7 (NPYLR7); hit rate 0.15% among 270,000; HEK293T NPYLR7/Galpha15, GCaMP6s calcium fluorescence; activation, % at 10 µM; in the data active = activation above about 40%;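 note: 0% = vehicle and 100% = reference agonist at the receptor; some compounds past the cut are filed as inactive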
mcGAS inh: cyclic GMP-AMP synthase inhibitors, mouse, primary biochemical chemiluminescence. hit rate 0.15% among 160,000. AID 1259399, 2018. recombinant cGAS, Kinase-Glo ATP depletion luminescence. inhibition, % at 12.5 µM. Q8C6L5;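 note: 0% = negative control wells and 100% = reference inhibitor with no enzyme activity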
hcGAS inh: Primary biochemical luminescence assay for human cyclic GMP-AMP synthase inhibitors | AID 1259398, 2018 | inhibition, % at 12.5 µM | Q8N884 | hit rate 0.081% among 290,000 | recombinant h-cGAS, ATP depletion, Kinase-Glo luminescence;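 note: 0% = vehicle reaction and 100% = reaction without DNA for no activity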
Target sequence (Q8N884 whole entry, looked up): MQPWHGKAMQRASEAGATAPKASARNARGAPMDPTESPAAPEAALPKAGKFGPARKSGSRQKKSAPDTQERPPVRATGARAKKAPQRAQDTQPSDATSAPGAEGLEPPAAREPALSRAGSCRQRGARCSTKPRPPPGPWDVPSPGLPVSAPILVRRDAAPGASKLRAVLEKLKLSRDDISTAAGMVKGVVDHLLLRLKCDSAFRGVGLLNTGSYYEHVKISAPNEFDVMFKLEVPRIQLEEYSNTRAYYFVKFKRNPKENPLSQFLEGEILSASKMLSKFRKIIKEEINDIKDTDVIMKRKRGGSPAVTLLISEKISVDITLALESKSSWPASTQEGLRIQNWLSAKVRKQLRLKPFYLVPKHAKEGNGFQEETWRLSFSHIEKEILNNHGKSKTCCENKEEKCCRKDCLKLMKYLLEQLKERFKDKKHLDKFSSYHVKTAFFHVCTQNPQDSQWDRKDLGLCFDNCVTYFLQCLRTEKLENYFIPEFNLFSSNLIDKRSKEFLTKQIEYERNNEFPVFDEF
The depositor's hits bear a star; nt = no result given; & = joins results of further samples. Cut-off read from the data, not from the text of the source, unless noted: active = inhibition above about 40%; inactive = the rest. No enrichment for hits; 0.29% or so of the library scored in one or more.

1. CCc1cnc(CN(C(C)=O)C2CCN(C(C)c3cccnc3)C2)o1 (configuration not stated)
2. NC1=NC(=Nc2ccc(Br)cc2)c2ccccc21
3. COC(=O)c1cc(NC(=O)c2c(-c3ccccc3Cl)noc2C)cc(C(=O)OC)c1
4. CCCCCOc1ccc(C(=O)NCCc2cccnc2)cc1OCCCCC
5. CC(C)Cn1c(CN2CCNC(=O)C2(C)C)cnc1S(=O)(=O)Cc1ccccc1
assay / entry	1	2	3	4	5
NPYLR7 ag	4	4	-11	-16	20
mcGAS inh	nt	nt	-6	-4	nt
hcGAS inh	-9	-7	-3	-6	-7

6. O=C(Nc1cccc(-n2cccn2)c1)C1CCCN(Cc2nccs2)C1 (configuration not stated)
7. CCNc1nn(CC(=O)Nc2cc(C)cc(C)c2)c(N)c1-c1nc(-c2ccccc2C)no1
8. Cc1c(S(=O)(=O)CCNC(=O)Nc2ccccc2)c2ccccc2n1C
9. COc1ccc(-c2ccc(N3CCN(C(=O)c4ccccn4)CC3)nn2)cc1OC
10. Cc1ccc(Cl)cc1NC(=O)N1CCCCC1CO (configuration not stated)
assay / entry	6	7	8	9	10
NPYLR7 ag	0	nt	2	nt	-1
mcGAS inh	nt	-7	nt	-8	nt
hcGAS inh	-10&-8	-1	-6	-5	-4

A few values from the list.
NPYLR7 ag, entry 6 stands at 0
hcGAS inh, entry 8 stands at -6

Next section.
11. O=C(CCN(Cc1ccccc1)c1nc(-c2cccc(Br)c2)nc2ccccc12)N1CCOCC1
12. O=C(Nc1ccc(F)c(F)c1F)N1CCN(C(c2ccccc2)c2ccc(Cl)cc2)CC1 (configuration not stated)
13. Cc1ccccc1Cn1ccnc1CN(CC(C)C)C(=O)C(C)C
14. Cc1ccc(C(O)=C2C(=O)C(=O)N(CCN(C)C)C2c2ccncc2)cc1 (configuration not stated)
15. N#Cc1c(-c2ccccc2)cc(-c2ccccc2)nc1SC(C(=O)O)c1ccccc1 (configuration not stated)
assay / entry	11	12	13	14	15
NPYLR7 ag	7	8	11	3	-4
mcGAS inh	-1	-6	-4	-7	2
hcGAS inh	-2	-7	-3	-3	12

16. O=C(O)c1cccc(N=Cc2nc(-c3ccccc3Br)oc2O)c1
17. COCC(=O)Nc1nc2cc(C(F)(F)F)ccc2n1Cc1ccco1
18. CN(CCc1ccccn1)S(=O)(=O)c1cc2oc(=O)[nH]c2cc1Cl
19. O=c1ccc(-c2cccs2)nn1CCNS(=O)(=O)c1ccccc1F
20. CCN(C(=O)Cn1cnc(C)cc1=O)c1ccccc1
assay / entry	16	17	18	19	20
NPYLR7 ag	-2	3	0	-1	17
mcGAS inh	-5	nt	nt	-8	nt
hcGAS inh	-8	-8	-6	1	-8

21. CC(=O)Nc1ccc(CN2C(=O)C(C)ON=C2c2cccs2)cc1 (configuration not stated)
22. COc1ccc(Cc2nccc3cc(OC)c(OC)cc23)cc1OC
23. CN(Cc1ccccc1Cl)C(=O)c1ccc(NC(=O)c2ccco2)s1
24. O=C(CN1CCc2sccc2C1c1ccccc1)N1CCN(S(=O)(=O)c2ccccc2)CC1 (configuration not stated)
25. COCCN(CC(=O)N(CCc1ccccc1)Cc1ccc(C)o1)Cc1ccc(Cl)cc1Cl
assay / entry	21	22	23	24	25
NPYLR7 ag	5	-4&-2&-9&3	8	14	8
mcGAS inh	nt	-1	nt	-4	2
hcGAS inh	0	-5&0&4&1	-10	-4	0

26. CN(Cc1ccc2nonc2c1)C(=O)C1CCC(=O)N(CCCN2CCOCC2)C1 (configuration not stated)
27. Cc1ccc(N2CCn3c2nn(Cc2cccc(C)c2)c(=O)c3=O)cc1
28. Cc1cc(C(F)(F)F)nn1CC(=O)NN1CCN(C)CC1
29. Cn1ccsc1=NC(=O)Nc1ccccc1
30. Cc1nc(C2CC2)nc(N2CCN(S(=O)(=O)c3ccccc3)CC2)c1F
assay / entry	26	27	28	29	30
NPYLR7 ag	-9	7	20	3	6
mcGAS inh	nt	nt	-9	nt	nt
hcGAS inh	6	-2	-4	-5	-6

31. CC(C)c1cccc(N2CC(C(=O)NCc3ccccn3)CC2=O)c1 (configuration not stated)
32. O=C(CCc1ccccc1)Nc1cc(N2CCCC2=O)ccc1Cl
33. Cc1cc(Cl)c(C)c(S(=O)(=O)NC2(C)CCS(=O)(=O)C2)c1Cl (configuration not stated)
34. Cc1noc(-c2ccncc2)c1C(=O)NCc1ccccn1
35. CS(=O)(=O)c1ccc(-c2nccc3n[nH]c(Cc4ccc(F)cc4)c23)cc1
assay / entry	31	32	33	34	35
NPYLR7 ag	-3	2	3	4	17
mcGAS inh	-2	nt	nt	-9	-5
hcGAS inh	0	-7	-5	-6	-4

36. Cc1ccc(C(NC(=O)C2CCN(S(=O)(=O)c3ccc4c(c3)OCCCO4)CC2)C2CC2)cc1 (configuration not stated)
37. S=c1nc(-c2ccc(Cl)cc2)[nH][nH]1
38. CC1CCCCN1c1nc2c(c(=O)[nH]1)C(C1CC=CCC1)C(C#N)C(=O)N2 (configuration not stated)
39. CCN(CC)C(=O)CN1CCC2(CC1)CC(=O)c1cc(OC)ccc1O2
40. O=C(Nc1ccc(F)c(F)c1)N1CCc2ccccc2C1c1ccc(F)cc1 (configuration not stated)
assay / entry	36	37	38	39	40
NPYLR7 ag	15	-6	-4	-9	18
mcGAS inh	-6	nt	nt	-4	-9
hcGAS inh	-8	3	-4	-4	-7

Overlap with the part before: two entries; new compounds follow.
39. CCN(CC)C(=O)CN1CCC2(CC1)CC(=O)c1cc(OC)ccc1O2
40. O=C(Nc1ccc(F)c(F)c1)N1CCc2ccccc2C1c1ccc(F)cc1 (configuration not stated)
41. CCn1c(C2CCN(C(=O)Cn3c(=O)oc4ccccc43)CC2)nn(C)c1=O
42. Cn1c(=O)n(Cc2ccc(F)cc2)c(=O)c2c1nc1n2CCCN1Cc1ccccc1
43. O=C(c1ccc([N+](=O)[O-])cc1)N1CCCC(OCc2cccc(OC(F)(F)F)c2)C1 (configuration not stated)
44. Cc1nc(Nc2cc(Cl)c(N)c(Cl)c2)c2c3c(sc2n1)CCC3
45. CCCCN(Cc1cccn1Cc1ccc(Br)cc1)C(=O)CN(CCCOC)C(=O)Nc1ccccc1C(F)(F)F
assay / entry	39	40	41	42	43	44	45
NPYLR7 ag	-9	18	32	6	-3	17	-3
mcGAS inh	-4	-9	-17	-7	nt	nt	-3
hcGAS inh	-4	-7	-6	-5	3	-11	3

46. COc1ccc(NC2=C(Sc3ccc(N)cc3)C(=O)N(Cc3ccco3)C2=O)c(OC)c1
47. CC(C)CC(C(=O)NCc1cccc(F)c1)N1CC2=C(C1=O)C(c1ccccc1C(F)(F)F)NC(=O)N2C (configuration not stated)
48. CN(Cc1ncc[nH]1)C(=O)C1CCC(=O)N(C2CCCCCC2)C1 (configuration not stated)
49. Cc1nc(CN2CCN(C(=O)C3CC4(CCNCC4)CN3)CC2)no1 (configuration not stated)
50. COc1ccc(C(=O)Cn2nc(-c3ccco3)c3sc(N4CCCCC4)nc3c2=O)cc1OC
assay / entry	46	47	48	49	50
NPYLR7 ag	11	11	nt	2	-2
mcGAS inh	nt	-7	-1	-11	-6
hcGAS inh	-6	-9	-1	-4	-2

51. CCOCCOC(C)C(=O)Nc1n[nH]c(-c2ccc(C)s2)n1 (configuration not stated)
52. CCOc1ccc(-c2ccc(=O)n(CCCC(=O)Nc3cc(C)ccc3C)n2)cc1
53. O=C1/C(=C/c2ccc(O)cc2)SC(=S)N1C1CCS(=O)(=O)C1 (configuration not stated)
54. CC(C)CN1CCN(Cc2ccoc2)C(CCO)C1 (configuration not stated)
55. O=C(Nc1cccc(Cl)c1)NC1CCN(c2ccccc2C(=O)NCCc2cccs2)CC1
assay / entry	51	52	53	54	55
NPYLR7 ag	0	-6	8	-1	-2
mcGAS inh	nt	2	nt	nt	-3
hcGAS inh	-5	2	-2	-6	-4

56. Cc1cc(C(=O)N2CC(CCN3CCCC3=O)c3ccccc32)n[nH]1 (configuration not stated)
57. c1ccc(-c2ncn(CCc3csc(-c4ncccn4)n3)c2C2CC2)cc1
58. O=c1[nH]c(Nc2nc3ccccc3o2)nc2c(Cl)cc(Cl)cc12
59. CC(C)(C)c1ccccc1OCC(O)CN1C(=O)NC(C)(C2CC2)C1=O (configuration not stated)
60. CCn1nc(C(=O)N2CCN(c3ccccc3)CC2)c2c1CCN(C(=O)Cc1cscn1)C2
assay / entry	56	57	58	59	60
NPYLR7 ag	-23	-6	11	11	7
mcGAS inh	nt	-11	nt	nt	-2
hcGAS inh	0	-4	-11	-4	4

61. CCN1CCN(C(c2ccc(F)cc2)c2c(O)cc(C)n(CC)c2=O)CC1 (configuration not stated)
62. CC(C)[C@H](CO)Nc1nc(Nc2cccc(Cl)c2)c2ncn(C(C)C)c2n1
63. CN(Cc1cccc2ncccc12)Cc1cccc2nonc12
64. O=C(COc1ccc([N+](=O)[O-])cc1)N1CCN(S(=O)(=O)Cc2ccccc2)CC1
65. CCCN(C(=O)COCc1ccccc1)C(CC)c1nc2ccccc2c(=O)n1-c1ccc(OCC)cc1 (configuration not stated)
assay / entry	61	62	63	64	65
NPYLR7 ag	7	12	19	-2	9
mcGAS inh	nt	nt	nt	-7	-3
hcGAS inh	-4	-6	-2	-2	-3

66. Cc1ccccc1OCCN(C)C(=O)c1n[nH]c(C)c1C
67. O=C(NCCc1nc2ccccc2n1CCc1ccccc1)c1ccco1
68. COC(=O)C1COCCN1C(=O)C1CCCN(C(=O)Nc2cccc(C)c2)C1 (configuration not stated)
69. CC(NC(=O)CN1CCOCC1(C)C)c1ccc2c(c1)CCCC2 (configuration not stated)
70. COc1cc(C)c(Cl)cc1S(=O)(=O)NCc1ccc2c(c1)OCO2
assay / entry	66	67	68	69	70
NPYLR7 ag	-7	-3	9	-5	7
mcGAS inh	nt	-9	nt	nt	nt
hcGAS inh	1	-8	-8	-9	-6

71. O=C(NCc1cccc2c1OCO2)C1CC(c2cccc(F)c2)=NO1 (configuration not stated)
72. CCn1c(CC2CCNCC2)nn(Cc2csc(C)n2)c1=O
73. CCC(C)N(Cc1ccncc1)C(=O)c1cccc(-c2noc(C)n2)c1 (configuration not stated)
74. COCCNC(=O)COc1coc(CN2CCN(c3ccccc3F)CC2)cc1=O
75. COC(=O)c1ccc2c(=O)n(Cc3ccc(C(=O)NCCN4CCCCC4)cc3)c(=S)[nH]c2c1
assay / entry	71	72	73	74	75
NPYLR7 ag	0	11	17	-2	-1
mcGAS inh	-3	nt	nt	-7	-3
hcGAS inh	3	-2	-2	-4	0

76. CCc1nn2c(C(=O)OC)cc(=O)nc2s1
77. CN1CCCc2cc(C(CN)N3CCCC3)ccc21 (configuration not stated)
78. O=C(/C=C/c1ccncc1)N1CCCC(N2CCN(c3cccc(Cl)c3)CC2)C1 (configuration not stated)
79. COc1ccc(C(=O)N(CC(=O)N2CCc3sccc3C2c2ccc(F)cc2)C2CC2)cc1 (configuration not stated)
80. COc1cc(C2Nc3ccccc3C(=O)N2C2CC2)ccc1OCC(=O)N1CCOCC1 (configuration not stated)
assay / entry	76	77	78	79	80
NPYLR7 ag	22	5	1	0	2
mcGAS inh	nt	nt	nt	-1	nt
hcGAS inh	3	-8	-1	1	-1

81. CC(Oc1ccc(F)cc1)C(=O)Nc1cccc(-c2nnnn2C2CC2)c1 (configuration not stated)
82. Cc1ccc(N2CCn3c2nc2c3c(=O)[nH]c(=O)n2C)c(C)c1
83. CCN1C(=O)/C(=C2\SC(=S)NC2=O)c2ccccc21
84. COc1ccc(S(=O)(=O)Nc2ccc3c(c2)OC(F)(F)O3)cc1
85. COc1ccc(C2CC(=O)Nc3n[nH]c(C(C)(C)C)c32)cn1 (configuration not stated)
assay / entry	81	82	83	84	85
NPYLR7 ag	6	4	-21	-2	nt
mcGAS inh	-8	nt	35	nt	-12
hcGAS inh	-3	4	7	5	-7

Two entries from above, as tab-separated lines.
item	structure	NPYLR7 ag	mcGAS inh	hcGAS inh
9	COc1ccc(-c2ccc(N3CCN(C(=O)c4ccccn4)CC3)nn2)cc1OC	nt	-8	-5
10	Cc1ccc(Cl)cc1NC(=O)N1CCCCC1CO (configuration not stated)	-1	nt	-4

Remaining list, next part
86. C=CCCC(O)(CCC=C)c1ccc(CN(Cc2cccc(F)c2)CC2CCCO2)o1 (configuration not stated)
87. CCOc1ccc(NC(=O)N(Cc2ccc(OS(=O)(=O)c3ccc(F)cc3)cc2)C(C)C)cc1
88. CC(NC(=O)C1CC(c2ccc(Cl)cc2)=NO1)C(=O)NCc1ccccn1 (configuration not stated)
89. CCCNc1nc(SC)nc2c1cnn2CCNC(=O)c1ccc2ccccc2c1
90. CC(=O)N(Cc1ccncc1)c1nc2c(C)cc(Cl)cc2s1
assay / entry	86	87	88	89	90
NPYLR7 ag	-8	0	17	nt	-1
mcGAS inh	-3	-3	-4	-3	-5
hcGAS inh	-2	-9	-6	1	0

91. Cc1sc2ncnc(N(C)Cc3nc(-c4ccccn4)no3)c2c1C
92. COCc1cc(C)nc2sc(C(=O)Nc3ccc(N4CCOCC4)cc3)c(N)c12
93. CN(C)Cc1c2ccccc2cc2ccccc12
94. C(=N/Nc1ncnc2sc3c(c12)CCCC3)/c1cccnc1
95. CC1=NN(c2cccc(Cl)c2)C(=O)/C1=C\C=C\c1cccc([N+](=O)[O-])c1
assay / entry	91	92	93	94	95
NPYLR7 ag	2	-5	2	-14	-10
mcGAS inh	nt	-5	nt	-2	1
hcGAS inh	-3	-1	1	-2	-4
